Screens (PubChem)
ERAP1 HTS inh – human ERAP1 aminopeptidase inhibitors, primary screen, biochemical, single point, plate reader; inhibition, % at 10.7 µM; 340,000 tested, 0.15% active; AID 652197, 2013; recombinant ERAP1, Leu-AMC fluorescence, 60 min; Endoplasmic reticulum aminopeptidase 1 (Homo sapiens), Q9NZ08;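 active means mean replicate inhibition of at least 30%, or all replicates individually reaching that 30% level; inactive means mean below 30% and not every replicate reaching it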;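 further: 0% = neutral control wells and 100% = L-leucinethiol positive control wells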
DENV2 CPE rescue – inhibitors of DENV2 cytopathic effect, primary screen, cell-based, plate reader, single concentration; DENV2-infected cells, cytopathic effect rescue; CPE inhibition, % at 9.99 µM; 350,000 tested, 1.7% active; in the data active means CPE inhibition above about 20%, passing the limit was not always enough; inconclusive means no clear call, values can overlap the other calls; tested in BHK-21 cells;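 further: 0% = median of neutral control wells and 100% = median of positive control wells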
ERp5 inh – inhibitors of ERp5-driven insulin aggregation, primary screen, biochemical, turbidity, absorbance 650 nm, single point; inhibition, % at 9.99 µM; 350,000 tested, 0.05% active; 90 min; AID 651711, 2012;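 active means mean replicate inhibition above about 25%, with every replicate also reaching it, limit read from the data, passing the limit was not always enough; inconclusive means only one of those two criteria met; inactive means neither criterion met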
Target sequence (Q15084 whole entry, looked up): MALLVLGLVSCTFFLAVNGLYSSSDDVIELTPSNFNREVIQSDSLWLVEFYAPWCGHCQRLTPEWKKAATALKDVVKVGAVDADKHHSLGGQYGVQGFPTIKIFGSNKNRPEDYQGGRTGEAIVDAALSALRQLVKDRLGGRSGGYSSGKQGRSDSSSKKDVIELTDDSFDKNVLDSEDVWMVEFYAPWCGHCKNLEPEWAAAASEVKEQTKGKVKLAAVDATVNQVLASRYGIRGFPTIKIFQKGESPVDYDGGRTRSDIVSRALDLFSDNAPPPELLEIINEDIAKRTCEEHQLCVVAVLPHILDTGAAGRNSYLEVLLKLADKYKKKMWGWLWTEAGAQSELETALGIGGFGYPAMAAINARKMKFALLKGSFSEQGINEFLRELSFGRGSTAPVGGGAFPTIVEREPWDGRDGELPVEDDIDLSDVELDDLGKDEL
F508del corr – F508del CFTR correction, initial screen, CFBE line, single point | CFBE cells, YFP halide quenching; stimulated with forskolin plus potentiator P3; % fluorescence drop versus neutral controls | activity (quench increase), % at 7.58 µM | 350,000 tested, 0.36% active | AID 720511, 2013;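 active means mean added fluorescence quench of at least 8% versus neutral control, with both replicates also reaching 8%; inconclusive means only one of the mean or replicate conditions met; inactive means mean below 8% and not both replicates reaching 8%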;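 further: cells transiently co-express mutant CFTR-F508del with the halide-sensitive YFP; corrector assay measuring rescue of mutant channel to the surface after 24 h compound exposure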
miR122 inh – miR-122 Renilla sensor signal increase in Huh7, primary screen, miR-122 inhibitor project, cell-based, single point, plate reader; Huh7 miR-122 Renilla luciferase sensor, 48 h; neutral wells = 0, positive control = 100; activation (reporter increase), % at 12.5 µM; 340,000 tested, 0.3% active;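 active means mean replicate activation score at least 90 and every replicate individually at or above 90; inconclusive means only one of the two criteria met; inactive means neither criterion met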;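 further: higher luciferase means less miR-122 activity so hits act as miR-122 inhibitors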
Casp6 inh – human caspase-6 inhibitors, primary screen, biochemical, VEID-R110 fluorescence, single point, set 2; purified caspase-6, Z-VEID-R110 cleavage fluorescence; inhibition, % at 12.5 µM; P55212; 350,000 tested, 0.53% active; AID 686996, 2013;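 active means mean inhibition across replicates at least about 35%, with every replicate also reaching that limit, limit read from the data; inconclusive means only one of the two criteria met; inactive means neither criterion met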;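 further: 0% = median of neutral control wells and 100% = no fluorescence left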
Target sequence (P55212 24-179 limits assumed): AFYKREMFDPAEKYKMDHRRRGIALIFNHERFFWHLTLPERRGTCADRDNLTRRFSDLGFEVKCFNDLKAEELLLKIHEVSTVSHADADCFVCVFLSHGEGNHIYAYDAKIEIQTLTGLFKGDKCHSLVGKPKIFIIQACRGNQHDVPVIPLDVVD
Target sequence (P55212 194-293 limits assumed): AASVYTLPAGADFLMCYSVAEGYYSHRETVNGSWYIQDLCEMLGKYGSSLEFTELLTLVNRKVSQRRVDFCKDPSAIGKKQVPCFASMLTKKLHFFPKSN
SIRT5 block – SIRT5 desuccinylase inhibitors, primary screen, biochemical, fluorescence imaging, single point, set 5 | NAD-dependent protein deacylase sirtuin-5, mitochondrial (Homo sapiens), Q9NXA8 | Purified SirT5, succinyl-peptide AMC, trypsin-coupled fluorescence | inhibition, % at 15 µM | 330,000 tested, 1.1% active | AID 652115, 2013; in the data active means inhibition above about 15%; inconclusive means no clear call, values can overlap the other calls
Target sequence (Q9NXA8 whole entry, looked up): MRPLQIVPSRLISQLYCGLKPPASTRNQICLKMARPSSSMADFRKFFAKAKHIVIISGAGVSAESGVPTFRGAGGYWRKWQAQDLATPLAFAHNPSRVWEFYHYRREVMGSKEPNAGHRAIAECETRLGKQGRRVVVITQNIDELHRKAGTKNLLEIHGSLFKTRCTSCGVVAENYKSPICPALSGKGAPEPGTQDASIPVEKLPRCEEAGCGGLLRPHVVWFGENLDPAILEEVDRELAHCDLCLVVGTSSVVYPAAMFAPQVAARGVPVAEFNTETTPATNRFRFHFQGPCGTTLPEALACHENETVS
Starred values were filed as active, the others as inactive; ? = inconclusive; / = no result given; & = joins results of further samples; [ ] = remark or other dose.

SMILES	ERAP1 HTS inh	DENV2 CPE rescue	ERp5 inh	F508del corr	miR122 inh	Casp6 inh	SIRT5 block
Cc1cc(=O)oc2cc(OCC(=O)OCC(=O)NC(C)C)ccc12	4	1	4	0.3	1	0	-7
COc1ccccc1/C=C/C(=O)NCC(=O)N/N=C/c1ccccc1[N+](=O)[O-]	0	/	4	-0.5	/	-2	-1
CCCN1C[C@H](C)[C@@H](OC)CN(C)C(=O)c2ccc(NC(=O)c3cnccn3)cc2OC[C@@H]1C	-2	9	6	-1.2	/	3	3
CC(=O)Nc1ccc(C(=O)NCC2CCCCC2)cc1	2	2	0	-1.8	0	1	-1
Cc1ccc(-c2ccc3c(c2)O[C@@H](CN(C)C(=O)C2CC2)[C@@H](C)CN([C@@H](C)CO)S3(=O)=O)cc1	2	-3	-5	-1.5	7[16.7 µM]	0	0
O=C(Nc1ccc2nn(-c3ccccc3)nc2c1)c1cccs1	1	/	6	-0.5	/	1	-10
CCC1CCCCN1C(=O)c1cc2cc(Br)ccc2oc1=O (configuration not stated)	2	4	2	-5.7	3	-2	0
CCOc1ccc(NC(=S)N2CCN(c3ccc(N4CCOCC4)nn3)CC2)cc1	-5	0	2	-3.3	-3	3	-2
CC(C)(C)C(=O)Nc1ccc(C(=O)COC(=O)c2ccccn2)cc1	6	2	6	0.1	-11	-1	-3
Cc1ccc(S(=O)(=O)NC(=O)C2(C)CCN2C(=O)COc2ccc(Cl)cc2)nc1 (configuration not stated)	-4	-4	2	0.3	-4	18	-1
CN(C)C(=O)C[C@@H]1C[C@H]2c3cc(NC(=O)NC4CCCC4)ccc3O[C@H]2[C@@H](CO)O1	/	0	8	2.0	-3[16.7 µM]	/	0
Cc1ccc(S(=O)(=O)N(C)C[C@@H]2Oc3ccc(NC(=O)Nc4ccccc4)cc3C(=O)N([C@H](C)CO)C[C@H]2C)cc1	-2	-5	-2	-1.7	6[16.7 µM]	-2	3
CCOc1ccc(CNC(=O)C2CCCN(c3nnc(C)c4c(C)n(-c5ccccc5)nc34)C2)cc1 (configuration not stated)	2	0	-1	-0.8	-2	-9	2
COc1ccc(C(=O)N2CCn3c(C)ccc3C2C)cc1 (configuration not stated)	-1	2	6	1.6	-14	6	1
COc1ccc(-n2nnnc2CNC(=O)C(=O)c2c(C)[nH]c3ccccc23)cc1	2	-12	-2	1.9	/	3	0
Cc1cccc(N2CCN(C(=O)c3c(Cl)cnn3C)CC2)c1C	1	0	1	-0.6	-7	0	-2
CCNC(=O)c1cc2c(c(-c3cccc(-c4ccccc4F)c3)n1)[C@@H](CCO)N(C(=O)CC1CC1)C2	3&-1	2&0	2&-6	1.8&2.2	/	5&7	5&-1
COc1ccc(/C=C/C(=O)Nc2ccccc2C(=O)O)cc1	-1	-4	3	-0.4	-2	1	7
Cc1cccc(/C=C/c2onc(C)c2S(=O)(=O)N2CCC(C(=O)N3CCC(C)CC3)CC2)c1	3	7	-13	-2.6	0	1	3
CCOC(=O)CSc1ccc(C(=O)Nc2ccc(OC)cc2)cn1	1	-1	3	-6.1	/	-1	-2
Cc1nn(CC2CC2)c(=O)n1-c1ccc(Oc2ccccc2)cc1	3	?	5	-0.8	/	-4	-5
O=C(O)c1cccc(Nc2ncnc3ccc(Br)cc23)c1	-49	-3	-5	-0.4	/	2	5
CCC(=O)N1[C@H](CO)[C@@H](c2ccccc2-c2ccccc2)[C@@H]1C#N	-2	-6	0	0.5	/	0	0
CCC(=O)Nc1ccc2c(c1)C(=O)N(C)C[C@H](OC)[C@@H](C)CN(C(=O)CC)[C@@H](C)CO2	-2	63*	1	0.7	/	-1	2
NNC(=O)c1nc[nH]c1C(=O)Nc1ccccc1	-7	-5	-1	0.9	-1	-3	4
NC(=S)N=Nc1c(O)n(CC(=O)Nc2ccccc2)c2ccccc12	0	-1	3	0.5	7	-1	0
O=C(Nc1cc(S(=O)(=O)N2CCOCC2)ccc1N1CCOCC1)c1cc2c(s1)CCC2	/	-2	2	-1.0	/	-1	17*
C[C@@H]1CN([C@H](C)CO)S(=O)(=O)c2ccc(C#CCN(C)C)cc2O[C@@H]1CN(C)C(=O)CN(C)C	-5	4	-2	-2.3	-3[16.7 µM]	0	?
Cc1cc(C)c2nc(-c3ccco3)cc(C(=O)O)c2c1	1	-4	7	-1.2	/	42*	-5
COC(=O)c1c(NC(=O)COC(=O)[C@@H](NS(=O)(=O)c2cccc(Cl)c2)C(C)C)sc2c1CCC2	1	/	6	5.1	20	4	3
C=CCC[C@@H](Cc1ccc(F)cc1)C(=O)OC[C@H](Cc1c[nH]c2ccccc12)NC(=O)[C@@H](CC=C)CC(=O)N[C@H](CO)Cc1ccccc1	/	?	19	3.3	-34	3	/
C=CCn1c(C(CCCC)CC(C)O)n[nH]c1=S (configuration not stated)	4	2	1	/	/	-1	-1
C[C@H]1CN([C@@H](C)CO)C(=O)c2cccc(NC(=O)c3nc4ccccc4s3)c2O[C@@H]1CN(C)S(=O)(=O)c1cccs1	0	-8	5	-1.7	-1[16.7 µM]	2	4
CCC(=O)N1CCC2(CC1)CN(S(=O)(=O)c1ccccc1)[C@@H](CO)c1[nH]c3cc(OC)ccc3c12	-3	28*	1	1.7	/	4	2
CCCCN1C(=O)CC(Sc2ccccc2C(=O)O)C1=O (configuration not stated)	4	-14	3	-3.3	-6	9	2
C[C@H](CO)N1C[C@H](C)[C@@H](CN(C)Cc2ccc(C(F)(F)F)cc2)Oc2c(NC(=O)c3nc4ccccc4s3)cccc2C1=O	0	14	-1	5.1	?	5	16*
CC(C)Sc1n[nH]c(=O)n1-c1cccc(C(F)(F)F)c1	/	-4	1	-0.1	/	-4	5
Cc1cc(C)c(NC(=O)Cn2cc3c(n2)CCCC3)c(C)c1	2	6	-3	3.9	11	0	4
COc1ccccc1CCNC(=O)NC1CCCCC1	5	-4	3	/	7	-1	-4
Cc1cc(Cl)ccc1OCC(=O)Nc1nc(-c2cccnc2)cs1	-4	-3	0	1.9	/	-1	-1
CCOCCn1ccc2c(OCC(=O)Nc3ccccc3OC)cccc2c1=O	4	0	2	6.4	-5	4	-3
CC(=O)N1[C@@H]2CN(C(=O)c3ccccc3)c3ccccc3[C@@H]2[C@@H]1CO	-1	2	11	-0.1	-25[16.7 µM]	0	-1
COc1ccc(-c2nc(-c3ccc(Br)o3)no2)cc1OC	0	-9	9	-2.1	-1	1	-1
CCCNC(=O)[C@H]1[C@H](CO)[C@H]2Cn3c(cccc3=O)[C@H]2N1C(=O)C1CCC1	0	2	-3	1.8	1[16.7 µM]	1	7
O=C(Nc1ccc(OC(F)(F)F)cc1)c1ccccc1-n1cnnn1	-1	3	3	-1.6	/	1	-3
C[C@H]1CN([C@@H](C)CO)C(=O)c2cc(NC(=O)Cc3ccccc3)ccc2O[C@@H]1CN(C)Cc1ccc(Oc2ccccc2)cc1	-2	-1	-1	-5.8	-2[16.7 µM]	0	17*
Cc1cc2oc(=O)cc(CN3CCCCC3)c2cc1C	0&-1	0	-4&1	-2.0	-8	-1&2	0&0
CNC[C@@H]1OCCCC[C@H](C)Oc2ccc(NS(=O)(=O)c3ccc(C)cc3)cc2C(=O)N([C@H](C)CO)C[C@H]1C	-2	0	3	-1.0	-2[16.7 µM]	-3	0
CC(C)n1c(SCCCc2ccccc2)nc2c1c(=O)[nH]c(=O)n2C	-2	2	16	-3.2	-7	1	3
Cc1cccc(C=NOCCc2ccccc2)n1	1	-4	-3	0.0	-4	0	0
CCn1c(=O)[nH]c2cc(C(=O)N3CCN(c4ccccc4)CC3)ccc2c1=O	1	-2	0	1.5	-14	26	-2
O=C(Cn1nc(-c2ccccc2)ccc1=O)Nc1cccc(NC(=O)c2ccccn2)c1	-2	2	-3	-1.1	/	5	0
CS(=O)(=O)c1ccc(C(=O)OCC(=O)NC(=O)C2CCCCC2)cc1[N+](=O)[O-]	2	3	6	-8.6	/	25	-2
O=C(C[C@H]1C=C[C@@H](NC(=O)Nc2ccc3c(c2)OCO3)[C@H](CO)O1)NCc1ccc(Cl)cc1	7	-10	-2	-0.2	/	0	4
NC(=O)NN=C1CC2CC1C1C=CCC21 (configuration not stated)	-1	-2	-5	2.3	/	1	-5
CCN(CC)c1ccc2c(C)c(Cl)c(=O)oc2c1	-118	2	-1	-0.2	/	6	-2
Cc1ccc(C(=O)OCC(=O)NCCc2ccccc2)cc1S(=O)(=O)N1CCOCC1	3	-3	9	-5.2	-2	4	4
C[C@H]1CN([C@@H](C)CO)C(=O)Cc2cc(NS(=O)(=O)c3cn(C)cn3)ccc2O[C@@H]1CN(C)C(=O)Nc1ccccc1	0	-11	8	2.2	-11[16.7 µM]	6	-8
CC[C@@]12C(=O)N(c3cccc(F)c3)C(=O)N1[C@H](c1ccc(Cl)cc1)[C@@H]1C(=O)N(C3CCCCC3)C(=O)[C@@H]12	-4	1	1	-1.3	/	1	-3
CC(C)S(=O)(=O)c1csc(C(=O)NN)c1-n1cccc1	8	4	2	1.9	/	0	4

Among those listed so far, two have a furan ring, fused or not.
SMILES	ERAP1 HTS inh	DENV2 CPE rescue	ERp5 inh	F508del corr	miR122 inh	Casp6 inh	SIRT5 block
Cc1cc(C)c2nc(-c3ccco3)cc(C(=O)O)c2c1	1	-4	7	-1.2	/	42*	-5
COc1ccc(-c2nc(-c3ccc(Br)o3)no2)cc1OC	0	-9	9	-2.1	-1	1	-1

Continuation.
SMILES	ERAP1 HTS inh	DENV2 CPE rescue	ERp5 inh	F508del corr	miR122 inh	Casp6 inh	SIRT5 block
CCN1[C@@H]2c3ccc(-c4ccncc4)c(=O)n3C[C@H]1[C@H](CO)[C@H]2C(=O)NCCc1cn(C)cn1	2	-6	-6	2.1	0[16.7 µM]	-4	10
O=C(COc1ccc(F)cc1)Nc1nc2c(s1)CCCC2	-6	-8	5	1.0	-4	0	0
COc1cccc(C(=O)CC(C(=O)O)c2ccc(Cl)cc2)c1 (configuration not stated)	-1	2	0	0.3	1	2	6
Cc1cccc(CN2CCC(CNC(=O)Nc3ccc(F)c(Cl)c3)CC2)c1	-17	1	11	0.9	/	-7	-5
COCC(=O)N1CC2(CCN(Cc3nccs3)CC2)c2c(n(C)c3cc(OC)ccc23)[C@H]1CO	2	11	-4	0.1	/	-1	-1
O=C(C[C@H]1C[C@H]2c3cc(NC(=O)Nc4ccccc4)ccc3O[C@H]2[C@H](CO)O1)NCC1CC1	-2	3	-27	1.8	8[16.7 µM]	2	4
C[C@@H]1CN([C@@H](C)CO)C(=O)Cc2cc(NS(=O)(=O)c3cccs3)ccc2O[C@H]1CN(C)C(=O)Nc1ccc(F)cc1	-1	1	5	0.9	3[16.7 µM]	-4	-5
O=C(Cn1cc(C(F)(F)F)ccc1=O)NCc1ccc(F)cc1	2	-7	2	-1.5	-6	-1	/
C[C@H](CO)N1C[C@H](C)[C@@H](CN(C)C(=O)Nc2ccc3c(c2)OCO3)Oc2ccc(NC(=O)Nc3ccc(C(F)(F)F)cc3)cc2CC1=O	1	-7	-4	-2.2	/	-3	-10
CN(C)CC(=O)N[C@@H]1C=C[C@H](CC(=O)NCCN2CCCCC2)O[C@@H]1CO	-1	5	0	0.1	/	0	2
O=S(=O)(c1ccc(F)cc1)N1CCCCN2[C@H](C1)[C@@H](c1ccc(-c3ccccc3)cc1)[C@@H]2CO	-1	6	7	4.2	-27[16.7 µM]	-2	-3
O=C(NCC[C@H]1CC[C@@H](NS(=O)(=O)Cc2ccccc2)[C@H](CO)O1)C1CCOCC1	1	4	1	-1.3	/	0	2
CCOC(=O)N1CCN(S(=O)(=O)c2cc([N+](=O)[O-])ccc2C)CC1	4	0	-4	-3.7	-5	3	-2

Individual results from the results shown.
O=C(NCC[C@H]1CC[C@@H](NS(=O)(=O)Cc2ccccc2)[C@H](CO)O1)C1CCOCC1 in SIRT5 block has 2
C[C@@H]1CN([C@@H](C)CO)C(=O)Cc2cc(NS(=O)(=O)c3cccs3)ccc2O[C@H]1CN(C)C(=O)Nc1ccc(F)cc1 in F508del corr has 0.9
